PPARg SRC3 recr: promotes SRC-3 coactivator recruitment by human PPARgamma; P37231; biochemical PPARgamma/SRC-3 coactivator recruitment assay; activation, % at 8 µM; 0.26% of 200,000 active; AID 731; in the data active = activation above about 23%;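 also: 0% = DMSO and 100% = reference agonist; some compounds past the cut are filed as inactive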
Target sequence (P37231 whole entry, looked up): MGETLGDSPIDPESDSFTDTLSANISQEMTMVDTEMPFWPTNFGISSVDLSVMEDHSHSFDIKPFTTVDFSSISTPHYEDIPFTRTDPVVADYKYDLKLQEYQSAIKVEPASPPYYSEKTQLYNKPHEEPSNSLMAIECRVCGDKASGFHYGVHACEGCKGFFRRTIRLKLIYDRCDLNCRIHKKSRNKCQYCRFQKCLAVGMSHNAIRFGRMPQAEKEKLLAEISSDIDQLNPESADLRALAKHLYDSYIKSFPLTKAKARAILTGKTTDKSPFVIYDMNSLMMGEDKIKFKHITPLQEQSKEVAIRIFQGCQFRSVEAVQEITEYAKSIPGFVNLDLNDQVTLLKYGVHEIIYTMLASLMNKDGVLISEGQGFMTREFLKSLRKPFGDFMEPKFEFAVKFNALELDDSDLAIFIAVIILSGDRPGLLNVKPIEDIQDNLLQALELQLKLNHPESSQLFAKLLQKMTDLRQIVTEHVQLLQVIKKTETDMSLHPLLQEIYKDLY
TNAP act hi DEA: activators of human TNAP at high phosphate acceptor concentration; P05186; purified TNAP, CDP-star luminescence, 1 M DEA, 30 min; stronger effect = higher value; 0 = EDTA background, 1 = DMSO-only activity; activation factor at 20 µM; 200,000 tested, under 10 active;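 active = activation factor at least 2 at 20 µM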
Target sequence (P05186 whole entry, looked up): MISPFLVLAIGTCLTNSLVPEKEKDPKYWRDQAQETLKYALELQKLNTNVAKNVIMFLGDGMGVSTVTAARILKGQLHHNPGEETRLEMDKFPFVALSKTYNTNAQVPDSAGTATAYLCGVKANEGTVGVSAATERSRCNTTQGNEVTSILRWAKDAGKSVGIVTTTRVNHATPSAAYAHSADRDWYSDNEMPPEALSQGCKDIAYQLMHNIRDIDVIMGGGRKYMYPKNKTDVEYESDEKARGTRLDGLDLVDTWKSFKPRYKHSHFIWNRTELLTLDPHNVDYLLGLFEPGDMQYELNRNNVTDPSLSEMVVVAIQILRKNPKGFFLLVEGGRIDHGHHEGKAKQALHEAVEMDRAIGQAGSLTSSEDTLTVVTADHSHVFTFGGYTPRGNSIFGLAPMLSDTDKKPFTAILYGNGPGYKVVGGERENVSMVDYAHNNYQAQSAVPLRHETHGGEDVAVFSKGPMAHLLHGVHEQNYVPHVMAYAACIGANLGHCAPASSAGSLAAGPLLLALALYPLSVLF
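Control set: EDTA negative control, DMSO positive control / Assay system: human TNAP / Quantity: TNAP 1/800 final / Evaluation: TNAP activation factor scaled between EDTA and DMSO control wells / Measured by: luminescent substrate turnover signal / Compound dosing: one dose, 20 µM / Times: 30 min enzyme reaction at room temperature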
bIAP act: intestinal alkaline phosphatase (bovine) activation. purified bovine IAP, CDP-star luminescence, 30 min; stronger effect = higher value; fold of DMSO-control signal, blank-subtracted. activation factor at 20 µM. 0.17% of 200,000 active. AID 1016;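 active = activation factor of 2 or more at 20 µM, a signal rise over negative controls twice the positive control's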
STAT3 activator: activators of IL-6 induced STAT3 signaling; U3A cells, IL-6 STAT3-luciferase reporter, luminescence; 100% = signal with IL-6 EC80 alone; activation (% of control), % at 5.6 µM; 0.91% of 190,000 active; AID 871;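 active = activation above the screen-wide mean of compound activation plus 3 SD, cut at about 130% in these data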;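 also: 0% = background luminescence of wells with medium and substrate only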
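Material: STAT3-luciferase reporter U3A cells; Probe or stimulus: IL-6 (33 ng/mL); Incubation: compound pre-incubation 1 h before IL-6, then 6 h stimulation at 37 °C; Technique: luminescence from STAT3-driven luciferase reporter; Evaluation: % activation versus median of IL-6-stimulated wells; Controls: IL-6-only high control.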
PPARg SRC-2 ag: agonists of SRC-2 recruitment by human PPARgamma. activation, % at 8 µM. P37231. PPARgamma LBD-SRC-2 recruitment, biochemical. 0.34% of 200,000 active; in the data active = activation above about 22%;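 also: 0% = vehicle and 100% = reference agonist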
STAT1 inh: inhibitors of IFN-gamma induced STAT1 signaling | NIH 3T3 STAT1-luciferase reporter, luminescence | inhibition, % at 5.5 µM | 0.35% of 200,000 active | AID 920;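 active = inhibition above a set limit, the mean inhibition across all tested compounds plus 3 SD, cut at about 34% in these data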;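 also: 0% = IFN-gamma with DMSO and 100% = IFN-gamma with 300 µM nifuroxazide; values of inactives mirror those of a sister screen read the other way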
STAT3 blocker: reduces IL-6 driven STAT3 reporter signal | 0.89% of 190,000 active | AID 862 | inhibition, % at 5.5 µM | U3A cells, IL-6 STAT3-luciferase reporter, luminescence; host cell line lacks STAT1;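 active = inhibition above the mean inhibition across all screened compounds plus 3 SD, cut at about 44% in these data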;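 also: 0% = DMSO only wells and 100% = 100 µM nifuroxazide control wells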
SRC2 TRFRET art: TR-FRET artefact, counter-screen to PPARgamma/SRC-2 agonist assay. TR-FRET ratio at 8 µM. stronger effect = higher value. AID 1049. 0.4% of 200,000 active; in the data active = TR-FRET ratio above about 2000; also: inactives centre near 1500
bIAP inhibitor: blocks bovine intestinal alkaline phosphatase activity. purified bovine IAP, CDP-star luminescence, 30 min. inhibition, % at 20 µM. 190,000 tested, under 10 active. AID 1019;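 active = over 50% inhibition of intestinal alkaline phosphatase at 20 µM in the single-dose screen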
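System: purified bovine intestinal alkaline phosphatase (IAP) enzyme; Input: IAP diluted 1/65,000,000 in the well; Measured by: CDP-star luminescence signal; Compound dosing: 20 µM single dose; Incubation: 30 min reaction at room temperature.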
ROMK mod: modulates human ROMK potassium channel activity. P48048. Tet-inducible ROMK, thallium flux fluorescence; actives lie on both sides. B-score at 10 µM. AID 1918. 2% of 130,000 active;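 active = signal ratio slope over the read window, or its plate-corrected B-score, at least 3 SD from the plate mean, either direction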;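 also: B-score of the F/F0 ratio slope over 7 to 12 s after thallium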
PPARg SRC-1 ag: promotes SRC-1 coactivator recruitment by human PPARgamma; PPARgamma-SRC-1 coactivator recruitment biochemical assay; activation, % at 8 µM; 0.41% of 200,000 active; in the data active = activation above about 19%;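 also: 0% = DMSO and 100% = reference agonist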
* marks the source's active call; other numbers are inactive results; / = not tested or not shown. These rows are one share of the data; rates above refer to the full screens.

Under each structure – PPARg SRC3 recr	TNAP act hi DEA	bIAP act	STAT3 activator	PPARg SRC-2 ag	STAT1 inh	STAT3 blocker	SRC2 TRFRET art	bIAP inhibitor	ROMK mod	PPARg SRC-1 ag
Cc1cc(N)n(C2CCN(C)CC2)n1
 : -6	1.1	1	101	1	8	-2	1326	2	/	-7
COC(=O)c1c(C)n(Cc2ccco2)c2ccc(O)cc12
 : 4	1.1	1	100	7	8	8	1560	-2	/	3
COc1ccc(N=C(C)c2c(O)n(C3CCCCC3)c(=O)[nH]c2=O)c(OC)c1
 : 6	1	1	101	1	-8	2	1546	2	-0.024	2
O=C(c1ccc(N2CC3CC(C2)c2cccc(=O)n2C3)c([N+](=O)[O-])c1)N1CCCC1 (stereo not drawn)
 : 2	0.9	1.1	99	4	2	10	1612	-6	0.3	6
COc1ccc(CC2c3cc(OC)c(OC)cc3CCN2C)cc1O (stereo not drawn)
 : 1	1	1	91	11	-4	7	1518	5	0.54	2
CC(=O)OC1(c2ccc(C)cc2)CN2CCC1c1ccccc12 (stereo not drawn)
 : 0	1	1	108	0	13	-10	1510	-2	0.21	-2
O=C(CN1CCCC1=O)NCCc1ccccc1
 : -1	1	1.1	102	2	-6	4	1580	-6	0.11	3
O=[N+]([O-])c1ccc(N2CCNCC2)cc1NCC1CCCO1 (stereo not drawn)
 : 0	0.8	0.7	91	13	2	22	1763	30	/	0
CN(C)C(=O)Oc1cccc(-c2cn3cc(Cl)ccc3n2)c1
 : -1	1.1	1	97	-7	-25	4	1417	-3	-0.15	-4
CCCC(=O)NC(Oc1ccc(Cl)cc1Cl)C(Cl)(Cl)Cl (stereo not drawn)
 : 10	1	1	101	8	3	6	1602	1	0.64	0
COc1ccc2[nH]c(C)c(CCNCc3cc(OC)c(OC)c(OC)c3)c2c1
 : 8	1	1.1	100	4	20	4	1612	-6	1.1	8
Cc1cc(N2C(=O)CC(N3CCC(n4c(=O)[nH]c5ccccc54)CC3)C2=O)no1 (stereo not drawn)
 : 10	1	0.9	91	9	0	16	1678	8	/	5
O=C1C=Cc2ccccc2C1=O
 : 5	1	0.9	141*	5	9	-44	1501	12	/	7
CCOC(=O)C1(c2ccccc2)CCN(CC(=O)Nc2cccc3ccccc23)CC1
 : -2	1.1	0.9	102	-1	7	-5	1613	14	-1.8	-9
N#Cc1ccccc1NC(=O)CN1CC=C(c2ccccc2)CC1
 : 8	1	1	100	0	-11	4	1485	-2	-0.88	2
C=CCN1C(=O)/C(=C\c2ccc(N3CCOCC3)o2)C(=O)NC1=S
 : 5	0.8	0.9	84	1	5	22	1518	8	-4.7*	6
CCCCn1c(N)c(C(=O)OCC2CCCO2)c2nc3ccccc3nc21 (stereo not drawn)
 : 17	1	1.1	101	9	13	3	1585	-14	/	1
Cc1cc(C)cc(N2C(=O)NC(=O)/C(=C/c3cccn3-c3ccc(Cl)cc3)C2=O)c1
 : 0	1	1	105	-4	16	-2	1350	-1	0.17	-5
O=C(NCC(c1cccnc1)N1CCOCC1)Oc1ccccc1 (stereo not drawn)
 : 8	1	1	102	2	-1	4	1448	-3	/	5
CC1(C)OC(c2ccccc2)=C/C(=C/C=C2C(=O)NC(=S)NC2=O)O1
 : 1	0.9	1.1	104	4	1	-4	1674	-6	/	6
O=C(Cn1c2c(c(-c3ccccc3Cl)cc1=O)CCC2)N1CCC2(CC1)OCCO2
 : -3	1	1.1	93	5	11	12	1513	-8	0.24	-5
CCN1CCN(c2ccc(N)cc2C)CC1
 : 5	1	0.9	89	-2	-4	18	1679	12	0.28	1
CC(C(=O)c1c[nH]c2ccccc12)N1CCc2ccccc2C1 (stereo not drawn)
 : 2	1.1	0.9	134*	5	-14	-37	1460	14	/	1
Cc1ccc(S(=O)(=O)N2CCC(C(=O)N3CCC4(CC3)OCCO4)CC2)cc1
 : -2	1.1	0.9	97	-4	5	6	1649	5	-0.017	7
CCC(=NCc1ccco1)c1c(O)[nH]c(=O)[nH]c1=O
 : -3	1	0.9	106	-1	-2	2	1502	10	0.15	6
Cc1[nH]c2c(C(F)(F)F)cccc2c1CCN
 : 6	1.1	1	101	-1	1	4	1642	4	-0.88	3
CC(=NCCC1=CCCCC1)c1c(O)n(C)c(=O)n(C)c1=O
 : 0	1	1	81	-4	6	24	1621	2	/	-2
N#CC(C#N)=Cc1ccc(-c2ccccc2)o1
 : 1	0.9	0.9	94	0	-3	12	1451	14	/	0
Cc1ccc(N)c(C(=O)c2ccc(Br)cc2)c1
 : 2	1	0.6	100	1	-15	2	1525	39	1.8	-8
CCCCCCN1CCN(c2ccc(Cl)cc2)CC1
 : -5	1.1	0.9	94	-3	3	7	1371	9	-2.6	-8

Single records (already shown).
`Cc1cc(N2C(=O)CC(N3CCC(n4c(=O)[nH]c5ccccc54)CC3)C2=O)no1` (stereo not drawn) is listed as PPARg SRC3 recr: 10; TNAP act hi DEA: 1; bIAP act: 0.9; STAT3 activator: 91; PPARg SRC-2 ag: 9; STAT1 inh: 0; STAT3 blocker: 16; SRC2 TRFRET art: 1678; bIAP inhibitor: 8; ROMK mod: /; PPARg SRC-1 ag: 5
`N#Cc1ccccc1NC(=O)CN1CC=C(c2ccccc2)CC1` is listed as PPARg SRC3 recr: 8; TNAP act hi DEA: 1; bIAP act: 1; STAT3 activator: 100; PPARg SRC-2 ag: 0; STAT1 inh: -11; STAT3 blocker: 4; SRC2 TRFRET art: 1485; bIAP inhibitor: -2; ROMK mod: -0.88; PPARg SRC-1 ag: 2

Other compounds
Under each structure – PPARg SRC3 recr	TNAP act hi DEA	bIAP act	STAT3 activator	PPARg SRC-2 ag	STAT1 inh	STAT3 blocker	SRC2 TRFRET art	bIAP inhibitor	ROMK mod	PPARg SRC-1 ag
C[C@H]1CCC[C@@H](O)CCC/C=C/c2cc(O)cc(O)c2C(=O)O1
 : -2	1.1	1	54	1	-9	60*	1684	1	-0.059	2
N#CCCn1cc(C(=O)Nc2ccc(F)cc2)c(-c2ccc([N+](=O)[O-])cc2)n1
 : 0	1	1.1	103	10	7	4	1475	-6	0.084	9
Cc1cccc(C)c1NC(=O)CN(C)CC(=O)Nc1ccc(C#N)c(Cl)c1
 : 5	1	1.2	106	8	5	-3	1741	-21	/	7
COc1ccc(CN2CC3CC(C2)c2cccc(=O)n2C3)cc1OC (stereo not drawn)
 : 2	1.1	1	99	12	-3	5	1647	-1	/	7
Cn1c(O)c(C(=O)c2ccccc2)c(=O)n(C)c1=O
 : 0	1	1	103	0	3	1	1670	4	/	-2
CCc1ccc(C(=O)C23CN4CN(CN(C4)C2)C3)cc1
 : 8	1	0.9	103	6	-4	-1	1442	10	1.2	-4
CCN1CCN(Cc2ccc(C)cc2C)CC1
 : -4	1.1	0.9	98	-1	-6	9	1521	10	/	-4
COc1ccc(/C=C/C2=CCN(C)CC2)cc1
 : 3	1	1	106	4	-23	0	1587	2	-0.89	-4
CCOC(=O)C1=C(C)OC(N)=C(C(=O)OC)C12C(=O)Nc1ccc(Br)cc12 (stereo not drawn)
 : 1	1	1	112	7	7	-11	1542	-3	/	2
Cc1ccnc(-n2c(C)cc(C=C3C(=O)N(C)C(=S)N(C)C3=O)c2C)c1
 : 2	1	1	93	0	3	15	1452	4	/	2
CCOC(=O)C1C(=O)NC2(C)CC1c1cc(OC)ccc1O2 (stereo not drawn)
 : -6	1	0.9	110	-1	4	-5	1469	10	0.44	-2
CN(C)C(=O)Oc1ccnc2cc(Cl)ccc12
 : 3	1.1	1	98	3	-1	6	1672	0	-0.29	5
O=C1C2CCCN2C(c2cccnc2)N1c1nccs1 (stereo not drawn)
 : 2	1	1.1	101	11	-5	2	1590	-9	/	2
COc1ccc(/C=C/C(=O)c2c(O)n(CCC3=CCCCC3)c(=O)[nH]c2=O)cc1
 : -6	1	1.3	106	-3	-4	-13	1424	-25	/	1
Fc1ccc(Cn2nnnc2C(c2ccc(F)cc2)N2CC=C(c3ccc(F)cc3)CC2)cc1 (stereo not drawn)
 : -1	1	0.9	95	8	1	7	1611	7	-0.19	10
O=S1(=O)CC2(N3CCOCC3)CCCCCCC21 (stereo not drawn)
 : -5	1	1	102	0	-12	-1	1423	3	0.066	-2
Cc1ccsc1C(=O)C1CCCN(Cc2cnc(N(C)C)s2)C1 (stereo not drawn)
 : -1	1	1.1	108	-3	-3	-5	1483	-13	-0.54	-1
CCNc1ccc(P(=S)(N(C)C)N(C)C)cc1
 : -3	1	1	105	-10	-1	-1	1332	4	/	-7
O=C1NC(c2cc3ccccc3nc2Cl)Nc2ccccc21 (stereo not drawn)
 : 5	1.1	1.3	100	3	1	5	1551	-25	-1.3	3
CN(C)CCN=Cc1c(O)n(Cc2ccco2)c(=O)[nH]c1=O
 : -1	1	1	97	0	-16	7	1502	-1	/	-2
CN(C/N=C(\N)N[N+](=O)[O-])S(=O)(=O)c1ccccc1
 : 8	1	1.3	100	5	-2	1	1523	-29	-0.81	2
CCOC(=O)C(O)(c1ccc(N(CC)C(=O)OC)cc1)C(F)(F)F (stereo not drawn)
 : 3	1	1	105	10	5	-2	1521	2	-0.13	4
O=[N+]([O-])c1ccc(C2C3C(c4ccccc4)=NC4(CCCCC4)N32)cc1 (stereo not drawn)
 : 5	1	1	115	-3	-2	-12	1352	-4	/	-4
COc1cc(/C=C2\C(=O)NC(=O)N(CCc3ccc(F)cc3)C2=O)ccc1O
 : 2	1	0.4	106	-2	2	-9	1523	/	/	-8
C[C@H]1OC[C@@H](C[N+](C)(C)C)O1
 : -3	1	0.9	110	8	3	-9	1667	9	/	10
CN1CCN(c2ccc(/C=C3\C(=O)NC(=S)N(c4cccc(Br)c4)C3=O)o2)CC1
 : 0	0.5	0.7	97	-3	-2	2	1475	34	/	-6

Three of the compounds above, as tab-separated lines.
structure	PPARg SRC3 recr	TNAP act hi DEA	bIAP act	STAT3 activator	PPARg SRC-2 ag	STAT1 inh	STAT3 blocker	SRC2 TRFRET art	bIAP inhibitor	ROMK mod	PPARg SRC-1 ag
COc1ccc(/C=C/C2=CCN(C)CC2)cc1	3	1	1	106	4	-23	0	1587	2	-0.89	-4
N#CCCn1cc(C(=O)Nc2ccc(F)cc2)c(-c2ccc([N+](=O)[O-])cc2)n1	0	1	1.1	103	10	7	4	1475	-6	0.084	9
O=[N+]([O-])c1ccc(C2C3C(c4ccccc4)=NC4(CCCCC4)N32)cc1 (stereo not drawn)	5	1	1	115	-3	-2	-12	1352	-4	/	-4

Bioassay records from PubChem.
